Bioassay records deposited in PubChem BioAssay by Sanford-Burnham Center for Chemical Genomics.
SENP1 inh: inhibitors of human SENP1 SUMO protease catalytic domain; AID 624204; inhibition, % at 10 µM; recombinant SENP1 catalytic domain, CyPet-SUMO1-YPet FRET cleavage; 0.21% of 360,000 active;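 active means inhibition at least 30% at 10 µM, raw YFP signal under a set limit, fluorescence ratio 0.5 to 1.5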;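 further: 0% = enzyme with DMSO and 100% = no enzyme wells; some results filed as inactive read as strong as hits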
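system = hSENP1 catalytic domain, recombinant | reagent = SFCypet-SUMO1-SFYpet substrate at 25 nM | doses = one dose per compound, 10 µM, 0.5% DMSO | incubation = enzyme reaction for 50 min at room temperature, dark | measured by = FRET, CFP and YFP emission | controls = no-enzyme low, enzyme-DMSO high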
SENP8 inh: inhibitors of human SENP8 protease; Q96LD8; recombinant SENP8, Nedd8 substrate fluorescence; inhibition, % at 20 µM; 0.64% of 360,000 active; in the data active means inhibition mostly above about 40%, no sharp cut-off; inactive means mostly below about 27%
hIAP activ: human IAP activation; 0.16% of 330,000 active; purified human IAP, CDP-Star luminescence, 30 min; stronger effect = higher value; 1 = vehicle-only enzyme, 0 = enzyme-free background; activation factor at 10 µM; AID 2524;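 active means activation factor of the enzyme at least 2-fold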; further: the source names both 10 and 20 µM as test concentration; values of inactives mirror those of a sister screen read the other way
SENP6 block: blocks the human protease SENP6; Recombinant SENP6 catalytic domain, aminoluciferin luminescence; inhibition, % at 10 µM; 1.8% of 330,000 active; AID 2599;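 active means inhibition above about 50% at the single tested dose, limit read from the data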;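 further: plate controls were DMSO wells with enzyme for no effect and DMSO wells lacking enzyme for full effect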
Target sequence (Q9GZR1 628-1112 limits assumed): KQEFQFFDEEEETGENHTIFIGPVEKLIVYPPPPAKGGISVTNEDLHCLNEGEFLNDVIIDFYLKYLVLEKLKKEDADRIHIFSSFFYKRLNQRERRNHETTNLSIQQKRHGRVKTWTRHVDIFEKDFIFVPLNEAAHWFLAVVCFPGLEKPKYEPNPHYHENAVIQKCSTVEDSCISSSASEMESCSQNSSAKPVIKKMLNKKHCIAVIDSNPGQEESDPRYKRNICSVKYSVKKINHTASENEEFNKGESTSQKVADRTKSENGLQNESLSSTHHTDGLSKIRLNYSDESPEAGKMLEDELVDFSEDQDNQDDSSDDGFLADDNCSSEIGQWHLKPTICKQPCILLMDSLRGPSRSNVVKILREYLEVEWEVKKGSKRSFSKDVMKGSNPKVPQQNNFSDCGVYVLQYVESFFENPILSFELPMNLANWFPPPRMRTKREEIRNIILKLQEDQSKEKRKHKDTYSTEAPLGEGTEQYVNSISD
MPTP inh: inhibitors of mitochondrial permeability transition pore; 1.4% of 360,000 active; isolated mouse mitochondria, Ca2+ swelling absorbance, 30 min; inhibition, % at 10 µM;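 active means inhibition of 50% or more, scaled per plate between neutral and stimulator controls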;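 further: 0% = DMSO wells given calcium and 100% = 1 mM EGTA wells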
GRIN3A LBD mod: NR3A (human) ligand-binding domain modulation. NR3A LBD differential scanning fluorimetry, Tm shift; 0% = protein alone, 100% = glycine-bound protein. Tm shift relative to glycine control, % at 25 µM. 2.5% of 340,000 active;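 active means melting temperature shift of at least 10% of the positive control shift, at one fixed dose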
ATG4B inhibitor: inhibitors of human ATG4B cysteine protease | Q9Y4P1 | ATG4B cleavage of LC3-PLA2, NBD-HPC fluorescence, 1 h | inhibition, % at 8.33 µM | 0.51% of 340,000 active; in the data active means inhibition above about 40%
Target sequence (Q9Y4P1 whole entry, looked up): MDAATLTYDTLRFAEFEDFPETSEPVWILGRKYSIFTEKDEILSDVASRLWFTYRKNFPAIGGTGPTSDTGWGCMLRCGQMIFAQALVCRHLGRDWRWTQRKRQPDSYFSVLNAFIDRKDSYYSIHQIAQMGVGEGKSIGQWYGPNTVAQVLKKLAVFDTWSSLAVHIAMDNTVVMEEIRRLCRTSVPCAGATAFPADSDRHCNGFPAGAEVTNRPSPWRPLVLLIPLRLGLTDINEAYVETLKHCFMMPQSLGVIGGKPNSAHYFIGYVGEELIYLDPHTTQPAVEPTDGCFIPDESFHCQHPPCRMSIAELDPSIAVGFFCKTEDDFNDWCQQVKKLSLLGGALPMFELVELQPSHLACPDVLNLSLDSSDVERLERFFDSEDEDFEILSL
PfGluPho inh: PfG6PD (Plasmodium falciparum) enzyme inhibition. 0.78% of 350,000 active. PfGluPho enzyme, NADPH resazurin-diaphorase fluorescence. inhibition, % at 20 µM;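 active means inhibition reaching at least a set limit at 20 µM in the primary screen, cut at about 59% in these data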;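 further: 0% = DMSO wells with substrate and 100% = DMSO wells lacking glucose-6-phosphate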
* = called active by the depositor; i = inactive; nt = not tested or not shown. The order is random; any-hit rate near 6.7%.

mol	MPTP inh	ATG4B inhibitor	hIAP activ	SENP1 inh	SENP8 inh	PfGluPho inh	GRIN3A LBD mod	SENP6 block
CN(C(=O)c1c[nH]c(=O)cc1C(F)(F)F)c1ccc(Cl)cc1	2.7	-11.4	0.837	-1.0	6.6	14.7	-0.6	-7.5
COc1ccc(OC)c(/C=N/NC(=O)Cc2nc3ccccc3[nH]2)c1	-0.5	-8.6	1.07	-4.1	-433.1	2.8	-5.7	-2.5
Cc1c(C#N)c(=O)oc2ccc3ccccc3c12	2.7	-7.4	1.01	-21.5	-310.5	-7.2	0.7	-3.0
COc1cc(/C=N/NC(=O)c2ccccc2O)ccc1OCC(=O)Nc1ccccc1	-1.9	3.9	0.791	0.6	i	-4.1	37.4*	-9.6
COc1ccccc1NC(=O)C1=C(C)Nc2nc(-c3ccccc3)nn2C1c1ccccn1 (configuration not stated)	-0.3	-12.4	0.973	-0.2	-1.2	-9.3	0.6	0.0
CCN(CC)C(=O)Sc1cccc2cccnc12	-0.4	2.8	0.982	3.0	-15.3	-11.6	2.8	-18.9
COc1cc(/C=N\NC(=O)c2ccc(-c3ccccc3)cc2)ccc1OCC(N)=O	-0.3	-0.4	0.978	2.7	-403.5	-5.4	-5.3	-12.7
Cc1cccc(-n2cnc3c(c2=O)c2nc4ccccc4nc2n3Cc2ccco2)c1	-2.4	3.5	1.38	-73.3	-485.6	13.8	-1.7	7.1
COc1ccc(CSCC(=O)Nc2ccccc2)cc1[N+](=O)[O-]	-1.8	-2.3	0.953	2.0	19.9	-2.4	-3.0	6.2
O=C(c1cccs1)N1CCc2ccccc2C1	-0.5	4.0	0.927	-2.4	25.1	-22.5	-2.7	-0.1
Cc1ccc(NC(=O)CCOc2ccccc2)c(C)c1	0.9	9.1	nt	1.3	3.3	3.1	3.2	nt
O=C(Nc1ccccc1Br)c1c(F)cccc1Cl	-3.9	-1.4	1.07	2.1	7.8	-8.8	-1.7	-6.5
CC(C)(C)Cc1c(-c2ccccc2)nc2ccc(Br)cn12	-0.6	nt	nt	1.2	10.5	30.2	nt	nt
Cc1c(/C(O)=C2/C(=O)C(=O)N(CCN3CCOCC3)C2c2cccnc2)cnn1-c1ccccc1 (configuration not stated)	-1.3	-1.5	1.07	1.9	6.0	-4.0	-3.8	-15.3
Cc1nn2c(CN(C(=O)COc3ccccc3)c3ccccc3)nnc2c2ccccc12	0.8	-1.2	0.947	0.6	-16.4	5.6	-0.6	-4.7
COc1ccc(-n2nc(C(=O)NCC(=O)N3CCC(C(N)=O)CC3)c3ccccc3c2=O)cc1	-0.2	-0.7	1.04	2.0	-73.2	-9.9	-1.9	2.3
COc1ccccc1CCC(=O)NNC(=O)c1ccccc1	-1.1	-1.9	1.19	1.8	6.1	-14.9	-0.1	-15.4
O=C(CSc1nc2cc(Cl)ccc2o1)NCCc1ccccc1	-0.1	-1.8	0.89	-1.1	15.0	-12.0	2.8	-0.3
Clc1ccc(-c2noc(CSc3nnc(-c4ccncc4)n3-c3ccccc3)n2)cc1	4.1	-6.9	0.912	-3.0	9.3	-17.5	2.0	9.6
C[C@H]1CN([C@@H](C)CO)C(=O)c2cc(-c3cccc(C(=O)N(C)C)c3)cnc2O[C@H]1CN(C)C(=O)Cc1ccccn1	1.7	nt	nt	-7.1	-1.7	17.3	nt	nt
CCc1cn(C2CC(O)C(CO)O2)c(=O)[nH]c1=O (configuration not stated)	-0.4	0.2	1.31	2.0	3.3	6.5	1.1	-11.0
COc1ccc(/C=N/NC(=O)c2ccc(Cn3cc([N+](=O)[O-])cn3)o2)c(OC)c1C	-4.3	11.4	0.89	1.5	-70.6	-0.5	-0.1	14.7
COc1cccc(-c2nc(CS(=O)(=O)CC(=O)N3CCOCC3)c(C)o2)c1	-0.1	-6.6	1.23	2.0	17.6	-7.3	1.3	-4.3
COc1ccc(Cl)cc1NC(=S)NNC(=O)c1cccnc1	0.7	-0.4	1.59	3.3	-10.8	0.8	-3.4	15.5
COc1ccc(Nc2nnc(SCC(=O)/C=C3/N(C)c4ccccc4C3(C)C)s2)cc1	14.3	-5.2	0.833	0.7	-66.8	19.6	-5.3	-4.3
O=C(O)c1ccc(NS(=O)(=O)c2cccc(C(=O)Nc3ccc([N+](=O)[O-])cc3)c2)cc1	-0.2	-1.3	0.897	-1.7	6.9	5.2	-4.6	-10.7
c1ccc(CSc2nncn2-c2ccccn2)cc1	0.9	0.1	0.762	-0.5	25.7	22.1	-0.3	8.8
NC(=O)CSc1nnc(-c2ccccc2F)n1C1CC1	-0.8	1.1	0.912	2.4	5.9	18.6	-2.4	-10.3
CN1CCN(C2=Cc3ccccc3Sc3cc(F)c(F)cc32)CC1	92.7*	-6.1	0.992	1.3	29.2	25.7	0.0	-33.1
COc1cc2c(c(OC)c1)C(c1ccncc1)CC(=O)N2 (configuration not stated)	-2.9	-7.2	0.882	-2.7	-85.0	10.8	-0.5	6.3

Record cards (already shown):
Listed for `CC(C)(C)Cc1c(-c2ccccc2)nc2ccc(Br)cn12` = MPTP inh = -0.6; ATG4B inhibitor = nt; hIAP activ = nt; SENP1 inh = 1.2; SENP8 inh = 10.5; PfGluPho inh = 30.2; GRIN3A LBD mod = nt; SENP6 block = nt
Listed for `COc1ccc(OC)c(/C=N/NC(=O)Cc2nc3ccccc3[nH]2)c1` = MPTP inh = -0.5; ATG4B inhibitor = -8.6; hIAP activ = 1.07; SENP1 inh = -4.1; SENP8 inh = -433.1; PfGluPho inh = 2.8; GRIN3A LBD mod = -5.7; SENP6 block = -2.5

Continuation.
mol	MPTP inh	ATG4B inhibitor	hIAP activ	SENP1 inh	SENP8 inh	PfGluPho inh	GRIN3A LBD mod	SENP6 block
Cc1ccc(C)c(N/C=C(\C#N)c2nc3ccccc3o2)c1	2.6	-3.4	1.32	-7.7	4.0	3.8	-0.1	1.8
COc1ccc(C(O)c2nc3ccccc3n2C)cc1OC (configuration not stated)	31.0	-2.5	0.991	0.3	9.9	-7.8	0.4	5.7
O=C(NCCc1ccccc1F)C1CCC(=O)N(Cc2ccc(Cl)cc2)C1 (configuration not stated)	-1.6	1.0	1.15	2.1	4.7	-11.6	-1.3	-2.7
CCCn1c(NC(=O)CSCC(=O)Nc2cc(C)on2)nc2ccccc21	-0.9	0.0	1.2	-4.6	-17.8	1.3	2.1	-22.9
COC(=O)C1=C(CS(=O)(=O)c2cc(OC)ccc2OC)NC(=O)NC1c1ccc(O)c(OC)c1 (configuration not stated)	-1.8	0.4	0.971	0.3	7.7	2.9	1.5	2.4
Cc1oc(C)c(C(=O)O)c1C(=O)O	2.8	-9.9	1.23	-4.8	6.4	8.3	1.1	1.4
O=C(NCCCO)/C(=C\c1ccco1)NC(=O)c1ccc(Br)o1	0.2	35.0	0.896	-1.7	-1.7	-9.7	1.6	2.9
Cc1[nH]c(=O)[nH]c(=O)c1S(=O)(=O)N1CCCC1	-2.5	4.0	1.06	1.7	13.8	-3.9	-3.9	-7.8
COc1ccc(/C=C(\NC(=O)c2ccc(OC)cc2)C(=O)Nc2ccccc2C(=O)O)cc1	0.5	1.6	1.03	0.0	9.3	-15.3	0.3	-10.3
Nc1cccc(C#Cc2ccc3c(=O)c4ccccc4oc3c2)c1	-0.3	7.3	0.995	-10.6	-61.8	10.1	7.9	-3.8
COc1cc(CNCc2ccncc2)cc(Br)c1OCc1ccccc1F	94.1*	7.1	0.971	0.2	3.9	-7.3	-2.6	-7.1
CC1CC1c1ccc(/C=C(\C#N)C(=O)Nc2cc(Cl)ccc2Cl)o1 (configuration not stated)	1.0	5.9	0.816	-29.6	-128.6	-7.9	-5.7	4.8
C/C(=N/NC(=O)c1ccncc1)c1ccc2c(c1)OCO2	-0.7	-4.5	1.06	1.6	9.5	-9.9	0.1	-7.6
COc1ccc(C(=O)CN2C(=O)NC(C)(c3ccc(C)cc3)C2=O)cc1OC (configuration not stated)	-5.7	-7.2	0.923	-0.4	16.3	-13.9	-2.5	-5.4
Cc1ccc[n+](CC(=O)c2ccc(NC(=O)c3ccccc3)cc2)c1C	9.4	8.1	0.897	-12.3	-9.0	-9.8	-1.9	-15.6
CCCCSc1nc2c(c(=O)[nH]1)CCC2	-0.3	-2.5	0.783	-0.6	8.8	8.8	-0.9	-7.0
Cc1cnc(C(=O)OCC(=O)Nc2ccccc2-c2ccccc2)cn1	-4.1	0.3	1.14	-1.2	19.1	-4.2	2.7	-8.9
CCOC(=O)C1=C(COC(=O)/C=C/c2ccc([N+](=O)[O-])cc2)NC(=O)NC1C (configuration not stated)	-0.3	-1.8	0.945	-15.8	-0.9	38.2	1.8	-21.1
CN(C)CCN(C(=O)/C=C/c1cccs1)c1nc2ccc(F)cc2s1	71.5*	-4.6	0.866	2.5	-34.6	4.8	-4.6	-16.6
Cc1cc(C)cc(-n2ncc3c2CCCC3NC(=O)c2ccccc2)c1 (configuration not stated)	0.5	nt	nt	2.4	15.5	-23.7	nt	nt
CC(C)(C)C(=O)NC1CC2CCCC(C1)N2C(=O)Nc1cccc(Cl)c1 (configuration not stated)	0.4	-6.5	1.1	0.7	2.0	36.5	-2.2	13.1
Cc1nc(N)sc1-c1csc(N(C)c2ccc(O)cc2)n1	-3.1	-8.8	0.968	2.3	17.4	42.7	-8.3	6.0
O=[N+]([O-])c1cc(CN2CCC(O)CC2)ccc1Cl	-0.3	0.5	1.12	1.2	10.5	3.1	-0.9	-4.7
CCOc1ccc(CNCc2ccc(C(=O)O)cc2)cc1OC	-1.6	-17.1	1.06	1.7	9.6	-12.5	-1.9	-4.5
CCOC(=O)N1CCN(c2c(N3CC=C(c4ccccc4)CC3)c(=O)c2=O)CC1	0.6	2.3	0.963	-3.2	39.2	-9.5	3.9	3.7
CCOc1ccc(C(=O)OCC(=O)NC2CCCC2)cc1OCC	0.4	-4.6	1.12	0.4	5.2	5.7	-2.2	5.6
Cc1cc(C(=O)COC(=O)c2ccc[nH]c2=O)c(C)n1-c1ccccc1	-0.2	7.6	1.07	0.3	8.4	-21.3	-1.6	3.0
CCN(CC)CCc1c(C)[nH]c(C(=O)OCc2ccccc2)c1C	0.5	2.6	0.898	3.6	13.6	0.2	-16.7	-15.0
O=C(NCCc1c[nH]c2ccccc12)c1cccc(Br)c1	0.9	12.2	0.972	-1.3	3.7	-4.2	31.4*	-8.8
CS(=O)(=O)N1CC(C(=O)O)Oc2ccc(CC(=O)O)cc21 (configuration not stated)	0.0	2.8	1.03	-0.9	6.4	-6.7	1.9	5.3
COc1ccc(C(=O)NC(=S)Nc2ccc(CN3CCOCC3)cc2)cc1Cl	-0.7	0.3	1.09	2.1	17.0	2.7	-3.0	-8.9
COc1ccc(NC(=O)CSc2nnnn2C)c([N+](=O)[O-])c1	-0.7	6.4	0.999	0.3	0.7	-6.6	-3.0	-1.1
CSc1nnc2c(n1)[nH]c1c(C)cccc12	1.0	2.4	0.914	-2.1	4.7	14.1	-0.6	-7.9
Cn1ccnc1SCC(=O)c1ccc(Br)cc1	-2.2	2.6	0.879	1.5	5.5	-2.5	1.4	24.5
NS(=O)(=O)c1ccc(-c2ccc(/C=C3\C(=O)Nc4cc(Cl)ccc43)o2)cc1	2.0	-8.6	nt	13.3	-195.6	9.1	-2.2	nt
CCOC(=O)c1ccc(NC(=O)C2CCN(S(=O)(=O)c3c(C)nn(C)c3C)CC2)cc1	0.4	-14.9	0.942	1.6	8.9	2.7	-4.0	-28.8
Cc1ccc(NC(=O)C2CCCN(S(=O)(=O)c3ccc4[nH]c(=O)ccc4c3)C2)c(C)c1 (configuration not stated)	1.0	-5.2	0.978	-2.1	-32.2	-6.8	-0.2	-6.1
